# Compound activity deposited in PubChem by Sanford-Burnham Center for Chemical Genomics.
# VHR inh color: inhibitors of human VHR1 phosphatase (DUSP3); P51452; recombinant VHR phosphatase, colorimetric substrate read-out; inhibition, % at 20 µM; actives 0.7% (n = 50,000); AID 1992; in the data active = inhibition above about 60%; note: some results filed as inactive read as strong as hits
# Target sequence (P51452 whole entry, looked up): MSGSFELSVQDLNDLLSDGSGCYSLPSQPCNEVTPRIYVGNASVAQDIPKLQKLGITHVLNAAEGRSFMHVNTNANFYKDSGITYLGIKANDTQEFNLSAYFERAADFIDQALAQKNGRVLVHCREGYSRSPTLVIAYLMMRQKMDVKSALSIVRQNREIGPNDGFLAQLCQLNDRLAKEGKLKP
# Numbers without * were called inactive.
Compound | VHR inh color
COc1ccc(C(=O)c2c(C)oc3c2cc(OC)c2ccccc23)cc1 | -7
CC(=O)c1ccc(NCCC(=O)c2ccccc2)cc1 | 8
Cc1cccc(N2CCN(C(=O)C3C4CCC(O4)C3C(=O)O)CC2)c1C (centres undefined) | -26
Oc1c(N=Nc2cccc(Br)c2)sc2ccccc12 | -4
CCn1c2ccccc2c2nnc(SCC(N)=O)nc21 | -38
O=C1/C(=C\c2ccccc2OS(=O)(=O)c2ccccc2[N+](=O)[O-])SC(=S)N1c1ccccc1 | -20
O=C1/C(=C/c2ccc(-c3ccccc3[N+](=O)[O-])o2)SC(=Nc2ccccc2)N1c1ccccc1 | 1
CCOc1ccc(N2C(=O)/C(=C/c3ccc(-c4ccc([N+](=O)[O-])cc4OC)o3)C(=O)NC2=S)cc1 | 6
COc1ccc(OCCCCOc2ccc(Cl)c(C)c2)cc1 | 1
Cc1c(OCc2ccc(Cl)cc2)ccc2c3c(c(=O)oc12)CCC3 | 21
CCCS(=O)(=O)C(=C(Nc1ccc(CC)cc1)Nc1ccc(CC)cc1)S(=O)(=O)CCC | 2
O=C(c1cc(Cl)ccc1Cl)n1nnc2ccccc21 | -6
CCOC(=O)c1ccc(N=Cc2nc(-c3ccccc3)oc2O)cc1 | -1
CN1CCC(N(C)S(=O)(=O)c2ccccc2[N+](=O)[O-])CC1 | 20
Cc1ccc(S(=O)(=O)N2c3ccccc3C(C)CC2(C)C)cc1 (centres undefined) | 10
COc1cccc(C2Nc3ccc4ccccc4c3C3=C2C(=O)CC(C)(C)C3)c1OCC(=O)O (centres undefined) | -1
COc1cc(/C=N\N2CCN(c3ccccc3OC)CC2)ccc1OCc1ccccc1 | -7
O=C1c2ccc(-c3nc4ccccc4c(=O)o3)cc2C(=O)N1c1ccc([N+](=O)[O-])cc1 | 0
Cn1c(=O)c(C2=NS(=O)(=O)c3ccccc3N2)c(O)c2ccccc21 | 0
O=C(NCCN1CCN(Cc2ccccc2Cl)CC1)C(=O)Nc1ccc(F)cc1 | -14
COc1cccc(C(=O)Nc2nnc(COc3ccccc3F)s2)c1 | 6
Cc1ccc(N(CC(=O)Nc2ccccc2C)S(=O)(=O)c2ccccc2)cc1 | -6
CCOP(=O)(CC(=O)O)c1ccccc1 (centres undefined) | -18
CCOC(=O)CCc1c(C)nc2cc(-c3ccc(C)cc3)[nH]n2c1=O | -35
O=C(CC1S/C(=N\N=C\c2ccco2)NC1=O)Nc1ccccc1F (centres undefined) | -7
CCCCCOC(=O)COc1ccc(S(=O)(=O)c2ccc(OCC(=O)OCCCCC)cc2)cc1 | 2
COc1cc(OC)c(OC)cc1CN1CCN(C(=O)Cc2ccccc2)CC1 | -8
O=C1c2ccccc2C(=O)N1CCc1nc2ccccc2c(=O)n1Cc1ccco1 | -7
CCCC1=NN(C(=O)c2ccccc2Cl)C(O)(C(F)(F)F)C1 (centres undefined) | 1
O=C(Cc1ccccc1)N1CCN(S(=O)(=O)c2ccc(Cl)cc2)CC1 | -6

# Continued; the last 2 above are carried over.
Compound | VHR inh color
CCCC1=NN(C(=O)c2ccccc2Cl)C(O)(C(F)(F)F)C1 (centres undefined) | 1
O=C(Cc1ccccc1)N1CCN(S(=O)(=O)c2ccc(Cl)cc2)CC1 | -6
Cc1cc(C)nc(/N=C(/N)Nc2ccc(OCCc3ccccc3)cc2)n1 | -19
Cc1cc(C)c2nc3s/c(=C/c4ccc(-c5cccc(Cl)c5)o4)c(=O)n3c2c1 | -8
CCc1ccccc1NC(=O)c1cc(Cl)ccc1OC | -10
COc1ccc(C)cc1NC(=O)c1ccccc1I | -6
O=C(/C=C\Nc1ccccn1)c1ccc2c(c1)OCO2 | -8
COC(OC)C12c3ccccc3C(c3ccccc31)C1C(=O)N(Cc3ccco3)C(=O)C12 (centres undefined) | 4
O=C1Nc2ccccc2C12NN=C(c1ccccc1O)S2 (centres undefined) | 9
CC1=C(C(=O)Nc2ccc(C)cc2)C(c2ccc(F)cc2)NC(=S)N1 (centres undefined) | -7
CCc1ccc(-c2nnc(-c3ccccc3Cl)o2)cc1 | -5
CC(=C/c1ccccc1)/C=N/NC(=O)c1ccccn1 | -12
O=C(Nc1cccc(S(=O)(=O)c2cccc(NC(=O)C(F)(F)F)c2)c1)C(F)(F)F | -9
CCOc1cc(/C=C(\C#N)c2nc3ncc(Br)cc3[nH]2)ccc1O | -17
CN(CCO)c1nc(-c2ccccc2)c2cc(Cl)ccc2n1 | -8
O=C(/C=C/c1ccc2c(c1)OCO2)Nc1ccc2ccccc2c1 | 8
N#Cc1cnc(Nc2ccc(Cl)cc2)c(C#N)c1Nc1ccccc1 | -5
Cc1cccc(C)c1NC(=O)COc1ccccc1O | -14
Cc1nc2ccc(NC(=S)N(C)C)cc2nc1C | 6
O=c1oc(/C=C/c2ccco2)nc2sc3c(c12)CCC3 | 16
COc1ccc(C(=O)Nc2ccccc2)cc1NC(=O)c1cccc(F)c1 | 32
O=C(Nc1ccccc1)c1ccccc1OCC(O)CN(Cc1ccccc1)Cc1ccccc1 (centres undefined) | -1
CCOC(=O)c1ccc(NC(=O)CN(c2ccc(F)cc2)S(=O)(=O)c2ccccc2)cc1 | 5
CCOC(=O)/C(C#N)=C/Nc1ccc2ccccc2c1 | -33
COc1ccc(C(=O)N2CCN(C(c3ccccc3)c3ccccc3)CC2)cc1OC | -6
Cc1cc(C)c(N2C(=O)c3ccc(-c4nc5ccccc5c(=O)o4)cc3C2=O)c(C)c1 | 11
O=C(OCCC1(c2ccccc2)C(=O)c2ccccc2C1=O)c1ccc(Cl)cc1 | -15
Cc1cc(=O)oc2c(C)c(OCc3ccccc3)ccc12 | -16
O=C(c1nn2c(c1Cl)NC(c1cccs1)CC2C(F)(F)F)N(Cc1ccccc1)Cc1ccccc1 (centres undefined) | 4
O=C(O/N=C(/c1ccccc1)c1ccncc1)c1ccc(Cl)cc1Cl | 6
COC(=O)c1c(NC(=O)COc2ccc(C)cc2C)sc2c1CCC(C)C2 (centres undefined) | 4
COC(=O)c1ccc(-n2c(C)cc(/C=C3\C(=O)NC(=O)N(c4ccc(OC)cc4)C3=O)c2C)cc1 | 2
O=C(N/N=C\c1cc(O)c(Br)cc1Br)c1ccc(Br)cc1 | -19
CS(=O)(=O)N1CCN(C(=O)c2ccc([N+](=O)[O-])cc2)CC1 | 13
CCc1ccc2c(c1)C(c1ccccc1)C(=O)O2 (centres undefined) | 6
CC(=O)N1c2ccccc2NC2=C(C(=O)CC(c3ccccc3)C2)C1c1cccs1 (centres undefined) | 23
N/C(=N\OC(=O)c1cccc(Br)c1)c1ccncc1 | -3
Brc1ccccc1CN1CCN(Cc2ccncc2)CC1 | 1
CCC(=O)/C(C)=C(\NC(=O)c1ccccc1)c1ccccc1 | -17
Cc1ccc(C(=O)O/N=C(\N)c2cccc([N+](=O)[O-])c2)cc1 | -22
COc1ccc(C(=O)c2c(N)c(C#N)c(C)n2-c2ccccc2)cc1 | -12
COc1ccccc1-c1n[nH]c(=S)o1 | -5
CC1C(=O)CC(c2ccco2)NC1c1ccco1 (centres undefined) | -5
Cc1ccc2c(Cl)c(C(=O)Nc3cc(Cl)ccc3C)sc2c1 | 1
Cc1cc(C)c(N2C(=O)NC(=O)C(=Cc3ccoc3)C2=O)c(C)c1 | -24
COc1cc(Cl)cc(/C=N/NC2=NS(=O)(=O)c3ccccc32)c1O | -29
O=C(CCNc1n[nH]c(=O)[nH]c1=O)N/N=C/c1ccc(C(F)(F)F)cc1 | -2
COc1ccc(-n2nc3cc(C)c(NC(=O)COc4ccc(C)c(C)c4)cc3n2)cc1 | -24
Cc1ccc(NC(=O)Cc2nc3ccccc3n2CCC#N)cc1 | -21
Cc1ccc(C(=O)O)cc1N1C(=O)c2ccc(Oc3cccc([N+](=O)[O-])c3)cc2C1=O | -55
Cc1ccc(Nc2cc(N3CCOCC3)c(N)c3c2C(=O)c2ccccc2C3=O)cc1 | -29
O=c1[nH]c(=O)n(Cc2ccccc2)cc1Cl | -14
O=C(COC(=O)c1ccccc1)c1ccc2c(c1)OCCO2 | 4
CCOc1ccc2c(c1)C(c1ccccc1C(F)(F)F)CC(=O)N2 (centres undefined) | 2
O=C(NC(Cc1ccccc1)C(=O)O)/C(=C\c1ccc2c(c1)OCO2)NC(=O)c1ccco1 (centres undefined) | 8
CCc1ccc(/C(C)=N/Nc2cc(-n3cc(C)cn3)ncn2)cc1 | -31
Cc1cc(OCC(=O)c2ccc(Cl)cc2)c2c3c(c(=O)oc2c1)CCC3 | 4
Cc1cccc(OCC(=O)O/N=C(\N)c2ccc(Cl)cc2)c1 | -4
COc1ccc(-c2nc(NC(=O)c3ccco3)sc2-c2ccc([N+](=O)[O-])cc2)cc1 | -5
COc1cc(C(=O)NC(NC(=S)Nc2cccc(Br)c2)C(Cl)(Cl)Cl)cc(OC)c1OC (centres undefined) | -1
Cc1ccc(Cl)cc1NC(=O)C1CC(=O)N(c2cccc([N+](=O)[O-])c2)C1 (centres undefined) | -10
O=C(NCCCNc1ccc(C(F)(F)F)cc1[N+](=O)[O-])c1ccc(Cl)cc1 | 3

# Further records
Compound | VHR inh color
CCOc1ccc(C=C2C(=O)NC(=O)NC2=O)cc1OCC | 13
O=C(Cn1c[n+]([N-][N+](=O)[O-])cn1)N1CCN(C(=O)Cn2c[n+]([N-][N+](=O)[O-])cn2)CC1 | 16
O=C(N/N=C/c1cc(Br)ccc1OC(=O)c1ccco1)c1cccnc1 | 8
Cc1c(NC(=O)C(Sc2ccccc2)c2ccccc2)c(=O)n(-c2ccccc2)n1C (centres undefined) | -8
COc1cc(NC(=O)/C=C/c2ccc(C(C)C)cc2)c(OC)cc1Cl | -16
CC1CCc2c(sc(N)c2C(=O)Nc2ccccc2Cl)C1 (centres undefined) | 57
C=CCN(CC=C)C(=S)Nc1ccc2nc(-c3ccccc3)c(-c3ccccc3)nc2c1 | 1
Cc1ccc(C(=O)Nc2ccccc2Br)cc1 | -11
C=CCNC(=O)C(=O)NCc1ccccn1 | -25
COc1cc(C=C2C(=O)NC(=S)NC2=O)ccc1OCc1ccc(C(=O)O)cc1 | -9
CC(=O)N1C(=O)/C(=C2\C=C(c3ccccc3)OC2=O)c2ccccc21 | 0
CC(=O)Oc1ccc(/C=C2\SC(=S)NC2=O)cc1 | -50
O=C(Nc1ccc(Cl)c([N+](=O)[O-])c1)C(c1ccccc1)c1ccccc1 | -11
C=CCN1C(=O)/C(=C\c2ccc(OCC(=O)O)cc2)C(=O)NC1=S | 14
CCOC(=O)CN1C(c2cc(OC)c(OC)c(OC)c2)=Nc2ccc(Br)cc2C1c1ccccc1 (centres undefined) | 26
Cc1cccc(C)c1OCC(=O)Nc1ccccc1 | -15
Cc1c(C(=O)O/N=C(\N)Cc2ccc(Cl)cc2Cl)cccc1[N+](=O)[O-] | 17
CC(C)(C)c1cc(CN2CCN(CCN)CC2)cc(C(C)(C)C)c1O | -6
CCn1c2ccccc2c2cc(C#N)c(N)nc21 | -21
O=C1c2cccc3cccc(c23)C(=O)N1CCC(=O)n1nnc2ccccc21 | 5
COc1cc(C(=O)NCCOc2ccc(C)cc2)cc(OC)c1OC | 6
CN1C(c2ccccc2)CC(O)(C#Cc2ccccc2)CC1c1ccccc1 (centres undefined) | -6
O=C(COc1ccccc1)Nc1ccccc1I | 3
COc1ccccc1CNC(=O)C(=O)Nc1cccc(C(F)(F)F)c1 | 11
O=C(NCCCN1CCOCC1)c1cnn2c(C(F)(F)F)cc(-c3cccs3)nc12 | 10
CCOC(=O)c1c(NC(=O)c2ccc(Cl)s2)sc2c1CCC(C)C2 (centres undefined) | -7
C=CCN1C(=O)NC(=O)/C(=C\c2ccc(OCc3ccccc3Cl)c(OC)c2)C1=O | -8
C=CC(=O)Nc1ccc2c(c1Oc1ccc(C(C)(C)C)cc1)C(=O)c1ccccc1C2=O | -8
O=C(CN(c1cccc(Cl)c1)S(=O)(=O)c1ccccc1)NC12CC3CC(CC(C3)C1)C2 | -30
Cc1c(C(=O)Nc2ccc(Cl)cn2)oc2ccccc12 | 1
O=C1C2C3C=CC(O3)C2C(=O)N1c1cc(C(F)(F)F)ccc1Cl (centres undefined) | -23
COc1cccc(C(=O)N2CCN(CCCc3ccccc3)CC2)c1OC | -2
Cc1cc(Br)ccc1S(=O)(=O)n1ccnc1C | -4
COc1ccc(S(=O)(=O)Nc2ccccc2Br)cc1 | -18
CCc1c(C)sc(NC(=O)c2sc3ccccc3c2Cl)c1C#N | -8
Cc1ccccc1CNC(=O)c1ccc(N(C)S(=O)(=O)c2ccccc2)cc1 | -36

# Some of these compounds in order of heavy-atom count, falling:
Compound | VHR inh color
C=CC(=O)Nc1ccc2c(c1Oc1ccc(C(C)(C)C)cc1)C(=O)c1ccccc1C2=O | -8
O=C(CN(c1cccc(Cl)c1)S(=O)(=O)c1ccccc1)NC12CC3CC(CC(C3)C1)C2 | -30
O=C(NCCCN1CCOCC1)c1cnn2c(C(F)(F)F)cc(-c3cccs3)nc12 | 10
Cc1ccccc1CNC(=O)c1ccc(N(C)S(=O)(=O)c2ccccc2)cc1 | -36
COc1cccc(C(=O)N2CCN(CCCc3ccccc3)CC2)c1OC | -2
COc1cc(C(=O)NCCOc2ccc(C)cc2)cc(OC)c1OC | 6
CCOC(=O)c1c(NC(=O)c2ccc(Cl)s2)sc2c1CCC(C)C2 (centres undefined) | -7
O=C1C2C3C=CC(O3)C2C(=O)N1c1cc(C(F)(F)F)ccc1Cl (centres undefined) | -23
Cc1c(C(=O)Nc2ccc(Cl)cn2)oc2ccccc12 | 1
COc1ccc(S(=O)(=O)Nc2ccccc2Br)cc1 | -18
CCn1c2ccccc2c2cc(C#N)c(N)nc21 | -21
Cc1cc(Br)ccc1S(=O)(=O)n1ccnc1C | -4

# Only part of the results is shown (hit frequency here may not be typical).
